Screening results as filed in PubChem BioAssay.
IL-1B inflam inh = blocks inflammasome-driven IL-1 beta release; 360,000 compounds, 4.7% hits; activity change, % at 57.5 µM; AID 743279; THP-1 LPS/ATP IL-1B secretion, AlphaLISA, 16 h; stronger effect = lower value; in the data active = activity change below about -50%; inconclusive = mostly about -30% to -49%; note: % is set by controls: 0 for no effect and ±100 for the full control effect
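THP-1 cells pretreated 1 hr with compounds (up to 57.5 uM final), then stimulated with LPS (250 ng/mL final) plus ATP (1.25 mM final); secreted IL-1B measured by AlphaLISA after 16 hr, decreased signal indicating inhibition.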
MCF10A rereplic = inducers of DNA re-replication in MCF 10A breast cells; MCF 10A DNA re-replication, Hoechst nuclear intensity, 48 h; Potency, µM (top dose mostly 46.1 µM), inactives show at the highest dose activity, positive = re-replication, most hits filed as activators; 350,000 compounds, 2.9% hits; AID 624296; note: potency is the fitted concentration of half-maximal effect; % of control where 0% means no effect; nearly all actives have a fitted effect of over 50% in size
A549 tox = A549 cytotoxicity, counter-screen for Nrf2 inhibitors. A549 ARE-Fluc cells, CellTiter-Fluor viability, 18-24 h. Potency, µM (highest dose often 46 µM), for inactives: at the highest dose activity change, negative = cytotoxicity, hits mostly inhibitors. 390,000 compounds, 0.16% hits. AID 504648; note: potency is the fitted concentration of half-maximal effect; % is set by controls: 0 for no effect and ±100 for the full control effect
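A549 ARE-Fluc cells in 5% FBS OPTI-MEM, 5000 cells/well, rested 2 h then exposed to compounds in concentration-response for 18-24 h at 37 °C. Viability by CellTiter-Fluor fluorescence (Ex 405/Em 525) after 30 min; luciferase luminescence (BugLite, 15 min, RT) read afterwards.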
S2 tox = cell viability loss in ATXN counter-screen | S2 cells (HEK-293 line with an ATXN2-luciferase reporter) viability, CellTiter-Fluor protease fluorescence, 24 h | 400,000 compounds, 0.49% hits | Potency, µM (doses to about 56.7 µM), usual class: cytotoxic | AID 651635; note: potency is the fitted concentration of half-maximal effect; nearly all actives have a fitted effect of over 40% in size
HepG2 tox = HepG2 cytotoxicity, counter-screen for TGF-b inhibitors; HepG2 CAGA-GFP viability, ATP luminescence, 18 h; Potency, µM (titrated, usually from 46.1 µM), inactives show at the top dose activity change, negative = cytotoxicity, actives largely listed as cytotoxic; 410,000 compounds, 0.76% hits; AID 588856; note: potency is the fitted concentration of half-maximal effect; some results filed as inactive show a strong effect at the top dose
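CellTiter-Glo luminescence gave cytotoxicity after 18 hours at 37 degrees C. The cells were HepG2 CAGA-GFP in 1% FBS DMEM, stimulated with 500 pg/mL TGF-beta after compound addition. %Activity was normalised to no-cell wells (complete cell-killing) and DMSO (no toxicity), and curves were fitted and classified.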
Nrf2 ARE act = activators of Nrf2 (ARE) signaling | AREc32 ARE-luciferase reporter (MCF7-derived line), luminescence, 24 h | Potency, µM (series often up to 46.1 µM), without a hit: at the highest dose activation, usual class: activators | 410,000 compounds, 0.31% hits | AID 624171; note: potency is the fitted concentration of half-maximal effect; % of control where 0% means no effect; nearly all actives have a fitted effect of over 65% in size
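Nrf2 activation is followed as ARE-luciferase induction in the AREc32 line after one day of compound treatment; luminescence is read with Steady-Glo.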
ATXN2 expr inh = ATXN2 expression inhibition; HEK-293 ATXN2-luciferase reporter, luminescence, 24 h; Potency, µM (highest dose often 57 µM), for the others: at the highest dose activity change, negative = inhibition, actives largely listed as inhibitors; 360,000 compounds, 0.72% hits; note: potency is the fitted concentration of half-maximal effect; % is set by controls: 0 for no effect and ±100 for the full control effect; nearly all actives have a fitted effect of over 55% in size
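ATXN2-luciferase reporter cells (luciferase flanked by upstream and downstream ATXN2 gene portions) were treated 24 h at 37 °C with compounds at up to 57 uM. SteadyGlo luminescence gave expression; GF-AFC fluorescence gave viability.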
TGFb SMAD3 inh = blocks TGF-b signaling; AID 588855; Potency, µM (doses to about 46.1 µM), inactives show top-dose activity, negative = inhibition, hits mostly inhibitors; HepG2 CAGA-GFP TGF-b/SMAD3 reporter, GFP fluorescence, 18 h; TGF-beta stimulated, 500 pg/mL final; 410,000 compounds, 1.2% hits; note: potency is the fitted concentration of half-maximal effect; % is set by controls: 0 for no effect and ±100 for the full control effect; nearly all actives have a fitted effect of over 65% in size
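HEPG2 CAGA-GFP reporter cells (1000/well, DMEM with 1% FBS) received compounds, then recombinant TGF-beta at 500 pg/mL final for 18 hours at 37 degrees C. Per-cell GFP summed per well was normalised to unstimulated and stimulated DMSO controls before curve fitting.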
Nrf2 block = Nrf2 pathway inhibition; A549 ARE-Fluc reporter, luciferase luminescence, 18-24 h; 360,000 compounds, 2.1% hits; Potency, µM (titrated, usually from 46 µM), inactives show top-dose activity change, negative = inhibition, usual class: inhibitors; note: potency is the fitted concentration of half-maximal effect; % is set by controls: 0 for no effect and ±100 for the full control effect; nearly all actives have a fitted effect of over 60% in size
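Reporter: ARE-Fluc in A549. Exposure: 18-24 h, 37 °C, 5% CO2, 5% FBS OPTI-MEM. Readouts: fluorescent cytotoxicity (CellTiter-Fluor), then luminescent Nrf2 signal after BugLite.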
Active calls of the source: *; i = inactive; ? = inconclusive; / = no result given; & = joins results of further samples; [ ] = remark or other dose. Unless noted, calls come from the whole dose curve; as a rule, active = well fitted curve in the direction sought with a large enough effect; inconclusive = small, poorly fitted or top-dose-only effect, or another doubt; inactive = no such curve, though single readings can be large; an effect the other way counts as inactive or inconclusive.

Every second line gives: IL-1B inflam inh, MCF10A rereplic, A549 tox, S2 tox, HepG2 tox, Nrf2 ARE act, ATXN2 expr inh, TGFb SMAD3 inh, Nrf2 block
- COC(=O)C1CN(C(=O)C(C)Oc2ccccc2Cl)c2ccccc2O1 (stereo unspecified)
  37, -1%, 0%, i, 2%, 1.6%, -2%, 21%, 5%
- Cc1ccc(NC(=O)C(c2ccccc2)N(C)C)cc1Cl (stereo unspecified)
  ?, 4%, 4%, i, -15%, 8.7%, -4%[11.3 µM], -11%, ?
- NC(=O)CC(NC(=O)Cc1ccc(Cl)cc1)c1ccc(NCCc2ccccc2F)c([N+](=O)[O-])c1 (stereo unspecified)
  -6, 0%, -6%, i, -2%, -0.9%, 1%, 12%, -7%
- COC(=O)C1=C(N)OC2=C(C(=O)CCC2)C1c1ccc2c(c1)OCO2 (stereo unspecified)
  1, 4%, 3%, i, -20%, -0.7%, /, 24%, 15%
- N#Cc1c2n(c3c(=O)n(Cc4ccc(Cl)cc4)cnc13)CCCCC2
  ?, ?, 8%, i, -20%, 0.7%, 2%, -23%, /
- Cn1c(SCC(=O)N2CCCC2)nc2cccnc21
  6, -3%, 2%, i, -1%, -0.6%, 12%, 8%, 5%
- COc1cc(C)c(NC(=S)Nc2ccc(C)c(Cl)c2)cc1OC
  -16, 7%, 14%, i, -2%, 0.4%, 11%, 10%, 10%
- CCCN1CCCc2cc(CN(CCCN3CCOCC3)C(=O)Nc3ccc(OCC)cc3)ccc21
  ?, 1%, ?, ?, -6%&-36%, 0.5%&2.6%, -1%&-15%, -26%&-17%, /
- COc1cccc(C2c3c(oc4ccc(C)cc4c3=O)C(=O)N2CCCN2CCOCC2)c1OC (stereo unspecified)
  /, /, 3%, /, 0%, 2.3%, /, 2%, /
- CCOC1=C2[C@H](c3ccccc3F)N(S(=O)(=O)c3ccc(C)cc3)C[C@H]2n2c(=O)n(-c3ccccc3)c(=O)n2C1
  -12, /, /, i, 0%, -1.1%, 5%, -11%, /
- CCO/C(C)=N/Oc1cncnc1
  0, /, /, i, -3%, -0.6%, 10%, -4%, /
- COC(=O)c1ccc(-c2ccc(C(c3c(C)[nH][nH]c3=O)c3c(C)[nH][nH]c3=O)o2)cc1
  -19, -11%, 1%, i, 2%, -1.7%[9.22 µM], -2%, 3%, 10%
- O=C(Nc1ccc(Cc2nc3ccccc3s2)cc1)c1ccncc1
  0, ?, -16%, i, -9%, 6.0%, ?, ?, ?
- C/C(=N\NS(=O)(=O)c1ccc(Br)cc1)c1ccc(-n2ccnc2)cc1
  -12, 9%, -1%, i, 0%, -0.2%, 0%, -1%, -28%
- COc1ccccc1Nc1ccc2c(O)cc(S(=O)(=O)O)cc2c1
  20, 27%, -3%, i, -11%, 1.4%, -7%, -3%, -18%
- O=[N+]([O-])c1ccccc1S(=O)(=O)N1CCN(c2ccccc2)CC1
  -13, 4%, 6%, i, -2%, -0.2%, /, -4%, -10%
- CC(Cl)C(=O)c1c[nH]c2ccccc12 (stereo unspecified)
  0, -8%, 2%, i, -14%, 7.2%, /, 14%, -5%
- CCOc1cc(C(c2c(C)[nH][nH]c2=O)c2c(C)[nH][nH]c2=O)cc(Br)c1OC
  ?, 2%, 11%, i, -28%, 2.4%, -24%, -11%, 16%
- O=C(Cn1[nH]c(=O)c2ccccc2c1=O)Nc1ccc2c(c1)CCC2
  29, 1%, -4%, i, -2%, 0.9%, 12%, 12%, -15%
- O=C(Nc1ccccc1)Nc1ccc2c(c1)CCC2
  ?, 13%, 1%, i, -22%, 0.0%, 69%[activator], -13%, ?

(listing goes on)
Structure | IL-1B inflam inh | MCF10A rereplic | A549 tox | S2 tox | HepG2 tox | Nrf2 ARE act | ATXN2 expr inh | TGFb SMAD3 inh | Nrf2 block
CC1C(=O)NN=C1C(=O)N/N=C\c1ccc(O)cc1O (stereo unspecified) | 21 | -1% | -1% | i | -33% | -0.1% | -5% | 1% | -5%
COc1ccc(C(=O)NCC(=O)OCC(=O)NC2CCCC2)cc1 | 4 | -4% | -1% | i | -3% | -0.2% | 2% | -3% | -7%
CN(c1ccc(OCC(=O)Nc2ccc(S(N)(=O)=O)cc2)cc1)S(=O)(=O)c1ccc(F)cc1 | 20 | 15% | 7% | i | -19% | 0.3% | 2% | -37% | ?
CCn1c(C(O)c2cc(OC)ccc2OC)nc2ccccc21 (stereo unspecified) | 0 | -2% | 0% | i | -1% | -0.2% | 3% | -22% | 10%
CC1=CCC2C(=O)N(c3ccc(S(N)(=O)=O)cc3)C(=O)C2C1 (stereo unspecified) | 14 | -4% | 5% | i | 1% | -0.3% | 15% | 5% | 9%
O=C(CN1CCN(Cc2cccc(Cl)c2)C1=O)NCc1ccccn1 | 10 | -3% | 4% | i | 0% | 0.4% | -2% | 11% | -22%
c1coc(CNc2c3c(nc4ncnn24)CCCC3)c1 | 5 | 3% | 1% | ? | -2% | 11% | 0% | -4% | -12%
NC(=O)C1(NC(=O)[C@@H]2CC3(CC(c4cccc(NC(=O)[C@@H]5CCC(=O)N5)c4)=NO3)CN2C(=O)c2cnccn2)CC1 (stereo partly specified) | 16 | -15% | -2% | i | -5% | -0.9% | 1% | -6% | -7%
CCOC(=O)C1(CCCc2ccccc2)CCN(C(=O)CCN2CCCCC2=O)CC1 | -5 | 4% | -2% | i | -18% | -0.6% | -15% | -21% | -11%
Cn1c(=O)c2[nH]c(N=Nc3ccc(N)cc3N)nc2n(C)c1=O | 0 | -2% | ? | ? | 41% | -0.7% | / | 18% | -13%
CN(c1ccc(OCC(=O)OCC(=O)Nc2ccccc2)cc1)S(=O)(=O)c1ccc(F)cc1 | 13 | 5% | 1% | i | 6% | -0.9% | -6% | 8% | 19%
CCOC(=O)C1CCN(C(=O)Cn2ncc3c4ccccc4n(Cc4ccccc4F)c3c2=O)CC1 | / | / | -17% | i | 0% | -0.4% | 0% | -20% | 2%
Cc1ccc(CN2C(=O)CN(C3CCCCCC3)C(=O)C2c2ccc(F)cc2)cc1 (stereo unspecified) | / | / | 19% | / | -4% | -0.1% | / | -7% | /
CCCC(NC(=O)CNC(=O)C(C)(C)C)C(=O)O (stereo unspecified) | 20 | 1% | -12% | i | -11% | 0.0% | -2% | 0% | -1%
Cc1ccc2c(c1)C(c1ccccc1)N(C(=O)c1ccc(F)cc1)CC(=O)N2 (stereo unspecified) | 22 | 8% | 1% | i | 1% | 5.3% | 2% | 0% | -4%
COc1ccccc1/C=C/C=N/Nc1cccc(C(=O)O)c1 | 13 | 21µM* | -13% | i | -17% | 4.5% | 126%[activator] | -12% | ?
COc1ccc(CNC(=O)Cc2csc3ccccc23)cc1OC | / | / | 4% | / | -18% | 9.3% | / | / | ?
COc1ccc(-c2cc3c(c4c2ccn4C)C2CCC3C2)cc1OC (stereo unspecified) | -23 | / | / | i | -26% | 0.0% | -13% | ? | /
COc1ccccc1CNC(=O)CSc1ncc2c(n1)-c1ccccc1N(Cc1ccc(C)cc1)S2(=O)=O | / | / | -5% | i | -5% | 0.0% | -1% | 15% | -6%
O=C(CN=C1NS(=O)(=O)c2ccccc21)OCC(=O)c1cc(F)ccc1F | -2 | 4% | 11% | i | 3% | 0.2% | / | -5% | 14%
CNC(C)C(=O)NC(C(=O)N1CCCC1C(=O)Nc1ccc2[nH]ccc2c1)C(C)C (stereo unspecified) | 35 | / | / | i | -1% | -0.8% | -4% | -25% | /
Cc1ccc(/C=C2\SC(=S)N(CCCC(=O)Nc3nccs3)C2=O)cc1 | 13 | -3% | 3% | i | -8% | -3.1% | ? | -10% | -2%
COCCn1c(SCC(=O)Nc2sccc2C(N)=O)nnc1-c1ccncc1 | 11 | 0% | -1% | i | -29% | 0.1% | -2% | 1% | -7%
C=CCNC(=S)N/N=C/c1ccc(C)c([N+](=O)[O-])c1 | ? | 10% | 14% | i | 3% | 0.5% | -12% | -19% | ?
O=C(O)C1CCN(c2ccc([N+](=O)[O-])cc2[N+](=O)[O-])CC1 | -7 | 22% | ? | i | -1% | -0.7% | -4% | 35%[activator] | ?
Clc1ccc(Cl)c(OCCCCN2CCCCC2)c1 | 0 | 14% | 1% | i | -16% | 0.2% | -31% | -5% | -3%
COC(=O)Cc1c(C)nc2nc(-c3ccc(OC)cc3)[nH]n2c1=O | -13 | -5% | -4% | i | -23% | -0.6% | 2% | ? | -10%

In a second layout: three of the compounds above
> Cc1ccc(/C=C2\SC(=S)N(CCCC(=O)Nc3nccs3)C2=O)cc1
  IL-1B inflam inh = 13 | MCF10A rereplic = -3% | A549 tox = 3% | S2 tox = i | HepG2 tox = -8% | Nrf2 ARE act = -3.1% | ATXN2 expr inh = ? | TGFb SMAD3 inh = -10% | Nrf2 block = -2%
> COCCn1c(SCC(=O)Nc2sccc2C(N)=O)nnc1-c1ccncc1
  IL-1B inflam inh = 11 | MCF10A rereplic = 0% | A549 tox = -1% | S2 tox = i | HepG2 tox = -29% | Nrf2 ARE act = 0.1% | ATXN2 expr inh = -2% | TGFb SMAD3 inh = 1% | Nrf2 block = -7%
> C=CCNC(=S)N/N=C/c1ccc(C)c([N+](=O)[O-])c1
  IL-1B inflam inh = ? | MCF10A rereplic = 10% | A549 tox = 14% | S2 tox = i | HepG2 tox = 3% | Nrf2 ARE act = 0.5% | ATXN2 expr inh = -12% | TGFb SMAD3 inh = -19% | Nrf2 block = ?
